ZTA counter: counter-screen for EBNA-1 inhibitors: inhibitors of Epstein-Barr virus ZTA. ZTA-DNA binding, fluorescence polarization. inhibition, % at 11 µM. actives 0.15% (n = 320,000). AID 2234; in the data active means inhibition above about 33%
Target sequence (P03206 whole entry, looked up): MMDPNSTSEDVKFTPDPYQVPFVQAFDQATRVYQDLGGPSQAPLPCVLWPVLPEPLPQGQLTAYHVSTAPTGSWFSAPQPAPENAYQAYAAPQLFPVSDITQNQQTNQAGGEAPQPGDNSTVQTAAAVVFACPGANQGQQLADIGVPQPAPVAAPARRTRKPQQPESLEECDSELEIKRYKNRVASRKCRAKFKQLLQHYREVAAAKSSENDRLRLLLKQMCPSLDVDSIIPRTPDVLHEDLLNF
Yeast superoxide: caloric restriction mimetics inhibiting age-related superoxide in yeast; S. cerevisiae aged cells, superoxide DHE fluorescence; hits give low values; superoxide response (% of plate mean), % at 10 µM; actives 0.18% (n = 330,000);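 active means superoxide response under a set limit, about three screen SD below normal, cut at about 65% in these data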;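 further: yeast aged for seven days with compound at 30 °C before DHE staining; 100% = average MFI of all compound-treated wells on the plate with controls excluded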
HCV core dimer: blocks dimerization of HCV core protein. TR-FRET GST/Flag-core106 dimerization, 1536-well. actives 0.33% (n = 300,000). AID 1899. inhibition, % at 5 µM;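 active means inhibition above the mean of all tested compounds plus 3 SD, set per screening campaign, cut at about 45% in these data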
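System: GST-tagged and Flag-tagged HCV core protein residues 1-106 / Input: core106 proteins, GST 13.5 nM and Flag 17 nM / Buffer or medium: KF-containing HEPES buffer, pH 7.45, DTT, CHAPS, BSA / Probe or stimulus: Eu-anti-GST and XL665-anti-Flag labelled anti-tag antibodies / Schedule: 4 h, 22.5 °C incubation / Technique: TR-FRET 671 and 617 nm emission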
Fh CTSL1 inh: blocks F. hepatica cathepsin L1 in PFM18AAP counter-screen; actives 0.49% (n = 300,000); recombinant F. hepatica cathepsin L1, Z-Leu-Arg-MCA fluorescence; inhibition, % at 5.96 µM;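 active means inhibition above the mean of all tested compounds plus 3 SD, set per screening campaign, cut at about 17% in these data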;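 further: 0% = plate median of test compound wells and 100% = 1 µM Z-Phe-Ala-diazomethylketone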
PP5 inh: blocks human protein phosphatase 5 activity | P53041 | purified PP5c, OMFP substrate fluorescence | inhibition, % at 6.7 µM | actives 0.18% (n = 320,000) | AID 1987;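 active means inhibition above the campaign's mean inhibition across all tested compounds plus 3 SD, cut at about 9.5% in these data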;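 further: 0% = DMSO only and 100% = 100 µM cantharidin control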
PP1 counter: PP1-alpha (human) inhibition in PP5 counter-screen; inhibition, % at 6.7 µM; P62136; actives 0.9% (n = 320,000); purified PP1alpha, OMFP fluorescence;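 active means inhibition above the mean inhibition of all tested compounds plus 3 SD, computed separately for each screening campaign, cut at about 15% in these data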
Target sequence (P62136 whole entry, looked up): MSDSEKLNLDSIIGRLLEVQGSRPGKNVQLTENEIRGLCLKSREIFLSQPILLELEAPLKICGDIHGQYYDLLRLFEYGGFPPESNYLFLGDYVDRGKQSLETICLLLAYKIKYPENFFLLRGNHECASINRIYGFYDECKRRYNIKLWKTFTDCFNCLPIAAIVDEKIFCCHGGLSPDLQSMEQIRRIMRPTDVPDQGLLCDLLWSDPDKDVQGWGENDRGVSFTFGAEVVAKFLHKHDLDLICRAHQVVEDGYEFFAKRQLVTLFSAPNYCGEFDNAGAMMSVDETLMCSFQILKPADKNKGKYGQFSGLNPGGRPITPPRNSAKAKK
TPT1 inhibitor: inhibitors of Candida albicans tRNA 2'-phosphotransferase TPT1; AID 1962; inhibition, % at 5 µM; actives 0.81% (n = 300,000); recombinant caTPT1, FP RNA substrate dephosphorylation;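 active means inhibition above the mean of all tested compounds plus 3 SD, set per screening campaign, cut at about 24% in these data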;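 further: plate controls were DMSO alone for no effect and ferristatin control at 100 nM for full effect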
EBNA-1 inhibitor: blocks EBNA-1 binding to DNA. EBNA-1 DNA binding, fluorescence polarization. inhibition, % at 14.8 µM. actives 0.34% (n = 300,000); in the data active means inhibition above about 28%
GASC-1 inh: blocks human GASC-1 demethylase activity | Q9H3R0 | GST-JMJD2C(1-420) H3K9me3 demethylation, DELFIA europium | inhibition, % at 2.35 µM | actives 0.069% (n = 330,000);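 active means more than half of a compound's replicate wells show inhibition beyond 50%, single wells judged on their own value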;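 further: signal counts dimethyl H3K9 product captured on neutravidin plate; 0% = median of DMSO wells and 100% = 0.3 times that DMSO median; strong numbers were not always called active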
Target sequence (Q9H3R0 1-420 limits assumed): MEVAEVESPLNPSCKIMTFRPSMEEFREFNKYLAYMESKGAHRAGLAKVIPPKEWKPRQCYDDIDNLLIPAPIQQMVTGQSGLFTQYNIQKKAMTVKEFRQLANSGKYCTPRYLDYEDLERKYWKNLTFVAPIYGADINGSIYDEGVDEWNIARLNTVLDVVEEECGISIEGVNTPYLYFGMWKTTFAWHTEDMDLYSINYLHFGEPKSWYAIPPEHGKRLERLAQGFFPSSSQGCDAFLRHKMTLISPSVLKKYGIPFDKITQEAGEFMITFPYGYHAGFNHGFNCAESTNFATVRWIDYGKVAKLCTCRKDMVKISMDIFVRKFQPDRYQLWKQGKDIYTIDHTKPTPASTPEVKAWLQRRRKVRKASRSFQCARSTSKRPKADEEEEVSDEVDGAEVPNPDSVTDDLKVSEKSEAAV
Numbers without * were called inactive; x = not tested or not shown.

entry	compound	HCV core dimer	PP1 counter	PP5 inh	GASC-1 inh	ZTA counter	Yeast superoxide	EBNA-1 inhibitor	TPT1 inhibitor	Fh CTSL1 inh
1	COc1ccc(COCCN2CCN(S(=O)(=O)c3ccc(C)cc3)CCC2=O)cc1	-9.3	5.8	2.6	5.6	-2.5	x	-1.6	-2.1	1.6
2	CCN1CCN(c2ccc(S(=O)(=O)N3CCCCC3)cc2NC(=O)c2ccc(C)o2)CC1	0.2	-2.8	-1.8	-0.4	10.6	95.7	-4.7	-0.1	0.8
3	O=C(N/C(=C\c1ccc(F)cc1)C(=O)N1CCCCCC1)c1ccccc1	-2.0	-1.1	-0.2	-2.7	-4.9	85.6	1.8	-2.4	2.9
4	Cc1oc2ccc(OC(=O)COc3c(F)c(F)c(F)c(F)c3F)cc2c1C(=O)OC(C)C	6.1	-5.9	2.3	5.6	-2.5	92.0	3.2	-2.8	-3.6
5	CCOC(=O)[C@@H]1[C@H]2COc3ccc(Br)cc3[C@@H]2N2C(=O)N(c3ccc(F)cc3)C(=O)[C@]12C	11.5	-1.6	1.1	0.7	-0.1	102.5	9.0	-2.9	2.5
6	Cc1ccc(C(=O)C[n+]2cccc3ccccc32)cc1	-4.6	-1.7	-1.0	-1.5	0.1	100.9	-4.9	20.9	-2.1
7	Cc1ccc(NC(=O)CCS(=O)(=O)c2cccc3nonc23)c(Br)c1	-12.5	0.6	3.2	4.2	0.0	97.7	-2.6	-1.4	1.4
8	CCc1nc(SCC(=O)OC)c2c3c(sc2n1)COC(C)(C)C3	-4.6	-0.5	0.0	-2.3	-1.1	90.9	2.1	-3.0	-10.1
9	COc1ccc(NC(=S)N(Cc2cccc(Br)c2)CC2CCC(C(=O)O)CC2)cc1 (centres undefined)	4.0	-2.1	0.8	3.7	-12.4	96.7	-8.7	-1.7	1.7
10	CCn1c(C)[n+](CCOC(C)=O)c2cc(Cl)c(Cl)cc21	1.7	-3.2	-1.9	3.6	2.8	92.6	-1.9	0.5	-1.2
11	CN1C(=O)[C@H]2[C@@H](/C=C/c3ccccc3)N3C(=O)CN(Cc4ccccc4)C(=O)[C@@]3(C)[C@H]2C1=O	-1.2	-5.8	0.1	-10.8	-7.9	100.1	-4.1	3.6	0.0
12	Cc1cccc(-n2c(C)cc(C(=S)N3CCOCC3)c2C)c1C	5.3	3.2	-1.0	-0.2	6.0	103.8	3.7	2.5	6.5
13	Cc1cccc(OCC(O)Cn2c(=N)n(CCN3CCCCC3)c3ccccc32)c1 (centres undefined)	-2.7	-1.7	0.1	5.7	4.0	108.8	5.7	0.0	-1.9
14	Cn1c(N)c(C(=O)COC(=O)CNS(=O)(=O)c2cccc(Cl)c2)c(=O)n(C)c1=O	-3.3	-0.1	1.3	-8.4	-13.6	96.9	-16.9	3.0	-30.9
15	Cc1ccc(NC(=O)CSc2nc(=O)n(CCN(C)C)c3c2CCCC3)cc1Cl	-2.8	0.4	-1.7	5.8	-5.5	87.0	6.3	-3.5	-2.3
16	Cc1cc(C)cc(NC(=O)C2CCCN(S(=O)(=O)c3ccc4[nH]c(=O)ccc4c3)C2)c1 (centres undefined)	4.4	-4.7	2.9	-2.9	-3.5	102.3	-9.6	0.0	1.4
17	Cc1ccc(C(OCC(O)CNC(CO)C(O)c2ccc([N+](=O)[O-])cc2)c2ccccc2)cc1 (centres undefined)	-10.3	9.2	5.3	2.7	-0.8	104.5	9.7	-3.1	0.7
18	O=C(N/N=C/c1ccccc1Br)c1ccc(CSc2cccc3cccnc23)cc1	19.3	2.7	4.0	2.7	-0.2	105.9	8.1	-0.1	-1.3
19	COC(=O)C(=N/Nc1ccccc1C(=O)OC)/C(C)=N/O	0.6	-3.1	-1.6	0.8	8.9	98.6	57.1*	2.0	-1.7
20	CCCOC(=O)c1ccc(Oc2cn[nH]c2-c2ccc(OCC)cc2O)cc1	-8.1	2.2	4.6	5.6	-3.5	86.8	2.9	-2.8	-0.2
21	CCOC(=O)C1=C(COC(=O)c2cc(OC)c(OC)cc2[N+](=O)[O-])NC(=O)NC1C (centres undefined)	-2.4	0.0	-0.3	-7.0	-7.8	102.7	6.8	-1.3	-6.0
22	NC1=NC(=O)C(Cc2cc(Cl)ccc2Cl)S1 (centres undefined)	-2.6	2.6	-0.9	7.8	-5.7	96.8	-6.4	-1.9	0.9
23	CC(=O)NCCC(=O)Nc1nc(C)c(Cc2ccc3c(c2)OCO3)s1	-1.1	-6.6	3.0	3.5	-3.4	105.9	-9.3	-0.8	-1.4
24	COC(=O)c1ccc(N2CCOCC2)c(NC(=O)c2cccnc2)c1	-9.8	0.6	0.8	-2.0	12.0	96.2	-3.9	-2.3	1.6
25	CCN(CCCNC(=O)COc1cc(=O)n(C)c2ccccc12)c1ccccc1	7.1	-2.0	-0.8	5.4	9.4	106.9	-2.5	-0.2	0.1
26	Cc1ccc(CNC(=O)c2ccc(Br)o2)cc1	-2.6	-4.3	2.6	-2.5	-9.2	94.0	3.1	-1.0	-5.7
27	CCN(CC(=O)Nc1ccc(C(=O)Nc2ccc(OC)cc2)cc1)Cc1nc2ccccc2c(=O)[nH]1	2.3	-4.9	0.3	-4.1	-3.6	120.4	-3.8	1.5	-2.5
28	COC(=O)COc1ccc(S(=O)(=O)N2CCN(c3ccccc3)CC2)cc1	1.4	-1.1	-0.9	17.6	-0.8	102.3	-7.0	-4.0	1.9
29	O=C(COC(=O)c1ccc(F)cc1F)Nc1ccc2[nH]c(=O)[nH]c2c1	-3.9	-1.7	1.8	-2.8	-17.6	104.8	-6.4	-1.3	-0.7
30	COCc1ccc(C(=O)N2CCCC(C(=O)c3ccc(SC)cc3)C2)s1 (centres undefined)	5.3	-1.8	-3.4	3.5	-2.2	99.4	-4.8	1.4	1.5

Ordered by the number under GASC-1 inh (falling): three from the list above.
item	molecule	GASC-1 inh
19	COC(=O)C(=N/Nc1ccccc1C(=O)OC)/C(C)=N/O	0.8
29	O=C(COC(=O)c1ccc(F)cc1F)Nc1ccc2[nH]c(=O)[nH]c2c1	-2.8
21	CCOC(=O)C1=C(COC(=O)c2cc(OC)c(OC)cc2[N+](=O)[O-])NC(=O)NC1C (centres undefined)	-7.0

Remaining list, next part:
entry	compound	HCV core dimer	PP1 counter	PP5 inh	GASC-1 inh	ZTA counter	Yeast superoxide	EBNA-1 inhibitor	TPT1 inhibitor	Fh CTSL1 inh
31	CCOC(=O)c1ccccc1-n1nnnc1C	1.3	-4.6	-0.5	-2.5	-2.8	108.9	1.9	0.6	1.0
32	Cn1c(=O)c2c(nc(NCCc3ccccc3)n2Cc2ccccc2)n(C)c1=O	1.0	-1.2	3.8	27.3	-5.2	87.6	-8.6	2.2	0.3
33	Cc1ccsc1/C=N/NC(=O)c1nnn(-c2nonc2N)c1CSc1ccccc1	11.9	0.5	0.7	-7.4	2.6	97.8	4.6	1.4	1.4
34	COc1ccc(CNC(=O)C2CCN(S(=O)(=O)c3ccc4c(c3)C(C)(C)C(=O)N4C)CC2)cc1	1.4	0.2	-2.6	-17.2	7.5	108.7	-9.7	-4.0	3.4
35	COc1ccc(OC)c(C(C)NC(=O)C(C)n2cc([N+](=O)[O-])cn2)c1 (centres undefined)	x	-2.9	0.6	-0.6	-2.4	85.6	x	x	x
36	CCCc1c(C)c2cc(C)ccc2[nH]c1=O	1.2	-0.1	3.4	-13.4	11.6	91.8	1.3	0.9	-4.8
37	COc1ccccc1OCC(=O)NC1CCCc2ccccc21 (centres undefined)	5.1	0.7	0.0	2.4	3.6	88.8	-6.2	2.9	-4.4
38	COc1cccc2c1OCC/C2=N\NC(=O)COc1ccccc1C	-5.6	0.7	1.8	-9.8	-25.8	108.0	-7.8	-3.1	-2.3
39	CCCC(=O)NCc1ccncc1	1.3	-1.8	1.1	18.1	-11.7	116.8	-13.2	2.4	2.5
40	COc1ccc(Br)cc1C(=O)NC(=S)Nc1cc(-c2nc3ccccc3[nH]2)ccc1C	30.5	0.5	3.8	2.1	7.5	120.4	-2.4	2.8	-1.1
41	O=C(CNC(c1ccccc1)c1ccccc1)Nc1ccc(F)cc1	2.8	-2.7	1.1	-13.5	2.1	93.7	-2.3	-1.2	2.9
42	CC(OC(=O)c1cc(=O)c2ccccc2o1)C(=O)c1ccccc1 (centres undefined)	x	-2.7	-0.4	8.7	3.3	87.6	x	x	x
43	CN(C)C(=O)c1cc(C(=O)c2ccc(F)cc2Cl)c[nH]1	7.1	-3.4	-1.0	1.5	-5.8	99.9	0.0	-5.6	-2.7
44	O=c1c2ccccc2ncn1-c1ccccc1F	1.5	-5.0	0.1	-36.2	-2.9	91.3	-0.1	-3.2	-0.5
45	CCOC(=O)C(=O)Nc1cc(C)nn1-c1nc2ccccc2[nH]1	-1.8	4.4	-0.3	16.4	15.0	86.7	8.2	-0.2	-2.9
46	COc1ccc(C(C(O)C(=O)c2c[nH]c3ccccc23)N2CCN(c3ccccc3)CC2)cc1 (centres undefined)	14.1	3.4	4.3	-4.4	21.5	99.0	-0.9	-4.1	3.7
47	Nc1ccccc1SC1CC(=O)N(c2ccccc2Cl)C1=O (centres undefined)	2.1	2.3	2.2	-1.2	-12.7	94.4	-12.4	3.3	-4.9
48	Cn1c(-c2ccc(F)cc2)cc2onc(-c3ccccc3Cl)c2c1=O	-1.4	1.2	-0.5	2.2	-13.2	105.1	0.4	0.8	8.9
49	O=C(NC1CCCCC1)c1ccc(S(=O)(=O)NCc2ccco2)cc1	1.4	0.8	-1.0	1.8	-8.6	81.6	3.6	-0.6	1.3
50	Nn1c(SCC(=O)NC2CCCc3ccccc32)nnc1-c1cccs1 (centres undefined)	-5.0	-0.5	-2.1	1.9	2.6	94.1	1.0	-6.1	3.9
51	O=S(=O)(Nc1ccc2ccccc2n1)c1ccccc1Cl	-12.5	-11.4	-3.8	-0.8	-5.7	95.0	-5.8	-2.4	5.3
52	COc1ccc(-c2nc(N)ncc2-c2csc(C)n2)c(O)c1OC	-3.0	3.1	0.5	-1.8	-18.9	77.6	1.4	-2.8	-0.1
53	Cc1no[n+]([O-])c1COc1ccccc1/C=C1\NC(=S)NC1=O	20.1	0.1	-0.2	0.7	-4.0	102.9	1.0	14.3	-4.0
54	O=c1c2cc(Br)cc(Br)c2oc2nc3n(c(=O)c12)CCCS3	2.6	-1.7	2.3	8.6	-8.3	102.5	10.0	-0.4	-1.2
55	COc1ccc(C(=O)Nc2cc(C)nn2-c2nc3ccccc3[nH]2)c(OC)c1	8.3	-7.7	2.8	3.5	3.9	125.6	3.8	-0.4	-2.7
56	CN(NC(=O)c1ccccc1F)c1ccc([N+](=O)[O-])cn1	-9.0	-3.4	1.1	5.2	8.6	75.3	-0.3	-2.1	1.9
57	COC(=O)CSc1nnc(CCc2nc3ccccc3[nH]2)n1C	-0.9	-3.7	0.1	0.7	-5.8	83.5	-14.7	-2.4	12.2
58	Nc1ccc2nc(-c3ccccc3)sc2c1	-5.6	-0.6	1.8	-5.3	6.0	103.3	-3.6	1.0	1.6
59	Cc1nc(C)c(C(=O)NNS(=O)(=O)c2ccccc2)s1	2.1	-0.8	1.1	-7.1	2.5	95.1	7.4	-0.1	-1.3
60	CC(=O)Nc1ccc(N2C(=O)CSC2c2cccc([N+](=O)[O-])c2)cc1 (centres undefined)	-0.6	-1.2	0.1	-2.3	4.6	106.5	8.3	1.7	-2.3
61	O=C(Nc1nnc(CCN2CCCCC2)s1)c1ccccc1	-4.0	-1.1	3.6	5.6	-8.3	85.3	8.0	2.1	-0.8

Screening data from PubChem.
